Assay outcomes: PubChem, several laboratories
INS promoter inh = inhibitors of insulin promoter-driven GFP, primary screen, imaging, TRM-6 cells (human fetal islet line), eGFP reporter, cell count. reporter expression induced with tamoxifen. inhibition, % at 2 µM. actives 0.9% (n = 130,000);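 active = inhibition above the mean plus 3 SD, with well images judged a real hit on visual review, cut at about 60% in these data, passing the limit was not always enough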
SDO1 yeast rescue = growth rescue of sdo1-depleted yeast, primary screen, S. cerevisiae, bone marrow failure model; S. cerevisiae sdo1-depleted JHY4D growth rescue, OD600 30 h; hits give high values; pdr5 snq2 efflux-pump mutant strain; z-score at 10 µM; actives 0.21% (n = 140,000);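 active = z-score above 3 at both the 24 hr and the 30 hr optical density reads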;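 note: z-score against mean and SD of all compound wells on the same plate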
SDO1 yeast rescue Rescue 24 h = also measured in SDO1 yeast rescue; calls as there; z-score; S. cerevisiae sdo1-depleted JHY4D growth rescue, OD600; measured here: growth rescue at 24 h;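 0 is the plate mean of compound wells and units are plate SD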
* marks the source's active call; other numbers are inactive results; & = joins results of further samples.

Screening Cc1cc(NC(=O)COC(=O)CCC(=O)c2ccc(F)cc2)no1 returned INS promoter inh -57.1, SDO1 yeast rescue -0.4 and SDO1 yeast rescue Rescue 24 h -0.91.
For O=C(O)CC(=O)Nc1ccccc1 the results were INS promoter inh 0.0, SDO1 yeast rescue 0.07 and SDO1 yeast rescue Rescue 24 h 1.04.
Cc1sc2ncnc(SCC(=O)NC(=O)NCc3ccco3)c2c1C was read as INS promoter inh -65.0, SDO1 yeast rescue -1.38 and SDO1 yeast rescue Rescue 24 h -0.69.
For CCOC(=O)N1CCC(N(CCN(C)C)C(=S)Nc2cccc(Cl)c2)CC1 the results were INS promoter inh 33.3.
`CCN1CCN(C(=O)CCCCCn2c(=O)[nH]c3cc(C(=O)OC)ccc3c2=O)CC1` gave SDO1 yeast rescue 1.48 and SDO1 yeast rescue Rescue 24 h 1.84.
Screening Cc1c(NC(=O)Nc2cccc(Cl)c2)c(=O)n(-c2ccccc2)n1C returned INS promoter inh 12.3, SDO1 yeast rescue -0.17 and SDO1 yeast rescue Rescue 24 h 0.03.
COC(=O)CCC(NC(=O)c1cc(C)oc1C)C(=O)OC (stereo not given) was read as INS promoter inh -280.9, SDO1 yeast rescue 1.05 and SDO1 yeast rescue Rescue 24 h 1.04.
Screening CN(Cc1cnn(C)c1)C(=O)C1CCCCC1C(=O)O (stereo not given) returned INS promoter inh -272.1, SDO1 yeast rescue 0.94 and SDO1 yeast rescue Rescue 24 h 1.92.
Screening Cn1c(SCCCC(=O)c2ccccc2)nnc1-c1ccncc1 returned INS promoter inh -50.0, SDO1 yeast rescue 0.66 and SDO1 yeast rescue Rescue 24 h -0.82.
Screening CCCCn1c(NCCO)nc2ccccc21 returned SDO1 yeast rescue 0.82 and SDO1 yeast rescue Rescue 24 h 0.48.
`COc1cc(-c2cc(N)n(S(=O)(=O)c3ccc(F)cc3)n2)cc(OC)c1OC` gave SDO1 yeast rescue 0.54 and SDO1 yeast rescue Rescue 24 h 0.54.
Screening COc1cccc(-c2nnc3sc(-c4ccccn4)nn23)c1 returned SDO1 yeast rescue -0.44 and SDO1 yeast rescue Rescue 24 h 0.11.
COc1ccc2c(c1)CC/C2=N\NC(=O)c1ccccc1 was read as INS promoter inh -53.3, SDO1 yeast rescue 1.31 and SDO1 yeast rescue Rescue 24 h 0.26.
Screening COc1ccccc1NC(=O)Cn1ncc2c1-c1ccccc1OC2 returned SDO1 yeast rescue 0.16 and SDO1 yeast rescue Rescue 24 h 0.47.
Screening CCOC(=O)CN1C=C(c2ccc3ccccc3n2)C(C[N+](=O)[O-])c2ccccc21 (stereo not given) returned INS promoter inh -135.5, SDO1 yeast rescue 1.3 and SDO1 yeast rescue Rescue 24 h 1.28.
Cc1ccc(-c2nc3ccccc3[nH]2)cc1NC(=O)c1ccco1 was read as INS promoter inh 14.3, SDO1 yeast rescue 0.28 and SDO1 yeast rescue Rescue 24 h -1.05.
Screening Cc1nc2n(n1)C(O)c1cc([N+](=O)[O-])ccc1S2 (stereo not given) returned INS promoter inh -33.3.
Screening O=S(=O)(c1ccc(Cl)cc1)N1CCN(Cc2ccc(O)c3ncccc23)CC1 returned INS promoter inh -28.6.
Screening O=C(CN1CCN(c2ccccc2O)CC1)Nc1ccc([N+](=O)[O-])cc1Br returned INS promoter inh 54.5.
For COc1ccccc1CNS(=O)(=O)c1c(C)[nH]c(=O)[nH]c1=O the results were INS promoter inh -29.2, SDO1 yeast rescue 0.52 and SDO1 yeast rescue Rescue 24 h -0.49.
Screening CCCN(CCC)C(=O)CCS(=O)(=O)c1cccc2nsnc12 returned INS promoter inh -78.1, SDO1 yeast rescue -0.05 and SDO1 yeast rescue Rescue 24 h -0.01.
Screening Cc1nnc(SCC(=O)Nc2ccccc2)n(N)c1=O returned INS promoter inh -66.7.
`O=C(c1nc2ncccn2n1)N1CCc2ccccc2C1` gave INS promoter inh -43.6, SDO1 yeast rescue 0.4 and SDO1 yeast rescue Rescue 24 h 0.47.
CC(C)CCn1c(=O)c2ccccc2n2c(CN3CCOCC3)nnc12 was read as INS promoter inh 36.4.
For Cc1cc(C)nc(NC(=O)CSc2nn(C)c(=S)s2)n1 the results were INS promoter inh -72.7, SDO1 yeast rescue 0.89 and SDO1 yeast rescue Rescue 24 h -0.09.
`O=C(CSc1nc2cc(Cl)ccc2s1)c1cc2ccccc2o1` gave INS promoter inh -13.3, SDO1 yeast rescue -0.01 and SDO1 yeast rescue Rescue 24 h -0.1.
`Cc1ccc(NC(=O)CCNS(=O)(=O)c2ccc3c(c2)oc(=O)n3C)cc1` gave SDO1 yeast rescue -0.82 and SDO1 yeast rescue Rescue 24 h -0.03.
Screening CN(Cc1ccccc1NS(=O)(=O)c1ccc2ccccc2c1)C1CCCCC1 returned INS promoter inh -73.3.
For CCCCCCNC(=O)CSc1nccn1Cc1ccccc1 the results were INS promoter inh -29.0, SDO1 yeast rescue 1.59 and SDO1 yeast rescue Rescue 24 h 2.58.
CCN(CC)S(=O)(=O)c1ccc(/C=C/C(=O)OCC(=O)Nc2cccc3ccccc23)cc1 was read as SDO1 yeast rescue -1.51 and SDO1 yeast rescue Rescue 24 h -1.75.
Screening COc1ccc(CC(=O)N(CC2CCCO2)c2nc3ccccc3s2)cc1 (stereo not given) returned SDO1 yeast rescue -0.06 and SDO1 yeast rescue Rescue 24 h -0.06.
Screening CCOC(=O)N1CCC(NC(=O)c2cc(C(=O)Nc3cccc(OC)c3)ccc2CO)CC1 returned SDO1 yeast rescue 0.72 and SDO1 yeast rescue Rescue 24 h 0.13.
Brc1ccccc1-c1nnc(CSc2nnnn2-c2ccccc2)o1 was read as SDO1 yeast rescue -2.11 and SDO1 yeast rescue Rescue 24 h -1.39.
For CCN1CCN(C(=O)CCc2nc3ccccc3c(=O)[nH]2)CC1 the results were INS promoter inh 37.1, SDO1 yeast rescue -0.32 and SDO1 yeast rescue Rescue 24 h -0.22.
For Cc1cc(NC(=O)CSc2ccc3nnc(-c4ccccc4)n3n2)no1 the results were SDO1 yeast rescue 0.96 and SDO1 yeast rescue Rescue 24 h 0.33.
COc1ccc(CN2CCN(CC(O)Cn3c4ccccc4c4ccccc43)CC2)cc1 (stereo not given) was read as INS promoter inh 10.7, SDO1 yeast rescue -2.42 and SDO1 yeast rescue Rescue 24 h -2.26.

By substructure, the entries above containing bromine (2)
Screening O=C(CN1CCN(c2ccccc2O)CC1)Nc1ccc([N+](=O)[O-])cc1Br returned INS promoter inh 54.5.
Brc1ccccc1-c1nnc(CSc2nnnn2-c2ccccc2)o1 was read as SDO1 yeast rescue -2.11 and SDO1 yeast rescue Rescue 24 h -1.39.

Other records follow:
COc1ccc(C2=NOC(C(=O)NC(C)(C)C)C2)cc1 (stereo not given) was read as INS promoter inh 27.3, SDO1 yeast rescue -0.03 and SDO1 yeast rescue Rescue 24 h -0.59.
For CCn1c(COc2ccc(C)cc2)nnc1SCC(=O)Nc1cc(OC)ccc1OC the results were SDO1 yeast rescue -1.16 and SDO1 yeast rescue Rescue 24 h -1.
Screening O=C(/C=C\Nc1ccccn1)c1ccccc1 returned INS promoter inh -57.7, SDO1 yeast rescue -0.39 and SDO1 yeast rescue Rescue 24 h -0.91.
Screening CN(C)/C=C(/C(=O)c1ccc(F)cc1)S(=O)(=O)c1ccc(F)cc1 returned INS promoter inh 50.0.
`CC(C)Oc1ccccc1OCCN(C)C` gave INS promoter inh 46.1, SDO1 yeast rescue 0.21 and SDO1 yeast rescue Rescue 24 h -0.2.
Screening CCCCNC(=S)N(C)/N=C/c1ccc(OCc2ccc(C(=O)OC)cc2)c(OC)c1 returned INS promoter inh 32.3, SDO1 yeast rescue 0.45 and SDO1 yeast rescue Rescue 24 h 0.21.
For O=C(O)c1ccc(CSCc2ccccc2F)o1 the results were INS promoter inh 24.7, SDO1 yeast rescue 0.86 and SDO1 yeast rescue Rescue 24 h -0.04.
Screening Cc1cc(NC(=O)COC(=O)CCCOc2ccc(Cl)cc2C)no1 returned INS promoter inh 46.1, SDO1 yeast rescue -0.89 and SDO1 yeast rescue Rescue 24 h -1.05.
Screening Cc1cccc(CCNC(=O)C2CCC(=O)N2Cc2ccc(F)cc2)c1 (stereo not given) returned INS promoter inh -2.8, SDO1 yeast rescue -0.41 and SDO1 yeast rescue Rescue 24 h -0.47.
For CCC1CCCCN1C(=O)COc1cc(=O)n(C)c2ccccc12 (stereo not given) the results were SDO1 yeast rescue 0.39 and SDO1 yeast rescue Rescue 24 h 0.41.
Screening COC(=O)c1cc(OC)c(OC)cc1NC(=S)N1CCCCC1 returned INS promoter inh -10.8, SDO1 yeast rescue -0.53 and SDO1 yeast rescue Rescue 24 h -0.87.
COc1cccc(CNC(=O)CSc2ccc(-c3ccccn3)nn2)c1 was read as INS promoter inh 0.0.
For CCOC(=O)C1CCCN(c2cc(C)nc3cc(-c4ccc(Cl)cc4)nn23)C1 (stereo not given) the results were INS promoter inh -115.0, SDO1 yeast rescue -1.89 and SDO1 yeast rescue Rescue 24 h -0.44.
O=C(COc1ccccc1Cl)NC(=S)Nc1ccc(CN2CCOCC2)cc1 was read as INS promoter inh 41.7, SDO1 yeast rescue -1.93 and SDO1 yeast rescue Rescue 24 h -1.15.
COC(=O)c1ccc(NC(=O)CSC2=NCCN2)cc1 was read as SDO1 yeast rescue 0.91 and SDO1 yeast rescue Rescue 24 h 0.84.
Cc1ccc(-n2nnc3c(SCC(=O)NCC4CCCO4)ncnc32)cc1 (stereo not given) was read as INS promoter inh -18.4, SDO1 yeast rescue -0.45 and SDO1 yeast rescue Rescue 24 h -0.82.
`CN(C)C=Nc1ncc2c3ccccc3n(CCN(C)C)c2c1C#N` gave INS promoter inh 45.5, SDO1 yeast rescue -2.67 and SDO1 yeast rescue Rescue 24 h -1.55.
CC1=NN(c2ccc(F)cc2)C(=O)C1C(c1cccc(O)c1)c1c(C)[nH]n(-c2ccc(F)cc2)c1=O (stereo not given) was read as INS promoter inh 47.4, SDO1 yeast rescue -0.51 and SDO1 yeast rescue Rescue 24 h -0.6.
COCCNC(=O)c1cnn2c(C(F)(F)F)cc(-c3ccc4c(c3)OCO4)nc12 was read as SDO1 yeast rescue -0.25 and SDO1 yeast rescue Rescue 24 h 0.93.
`C1CCC2(CC1)OCC1(CO2)COC2(CCCCC2)OC1` gave INS promoter inh -18.9, SDO1 yeast rescue 0.06 and SDO1 yeast rescue Rescue 24 h -0.34.
`CCOC(=O)N1CCN(CC(O)COCc2ccc(OC)c(OC)c2)CC1` (stereo not given) gave INS promoter inh -20.0, SDO1 yeast rescue 0.34 and SDO1 yeast rescue Rescue 24 h -0.25.
For Cc1occc1C(=O)Nc1nccs1 the results were INS promoter inh -13.3, SDO1 yeast rescue -0.43 and SDO1 yeast rescue Rescue 24 h -0.59.
`O=C(Nc1nnc(-c2ccncc2)s1)C1CCCO1` (stereo not given) gave INS promoter inh 41.7, SDO1 yeast rescue 0.57 and SDO1 yeast rescue Rescue 24 h 0.41.
For COc1ccc(OC)c(NC(=O)Cn2c(CCC(=O)O)ccc2-c2ccccc2)c1 the results were INS promoter inh -14.7, SDO1 yeast rescue 0.52 and SDO1 yeast rescue Rescue 24 h -0.27.
`Cc1ccc(NC(=O)Nc2ccc3oc(C)nc3c2)cc1` gave INS promoter inh 0.0, SDO1 yeast rescue 1.41 and SDO1 yeast rescue Rescue 24 h 1.12.
CCc1cccc(N(C(=O)c2csnn2)C(C(=O)NC(C)(C)C)c2ccccn2)c1 (stereo not given) was read as INS promoter inh -50.0.
N#Cc1nc(COc2ccc(Cl)cc2)oc1N1CCCCCC1 was read as SDO1 yeast rescue -1.63 and SDO1 yeast rescue Rescue 24 h -1.51.
`CSCCC(NC(=O)c1ccc([N+](=O)[O-])cc1Cl)C(=O)OCC(=O)NC1CCCC(C)C1C` (stereo not given) gave INS promoter inh 4.0, SDO1 yeast rescue 0.35 and SDO1 yeast rescue Rescue 24 h 0.04.
O=C(C1CCC(Cn2c(=S)[nH]c3ccccc3c2=O)CC1)N1CCOCC1 (stereo not given) was read as SDO1 yeast rescue -0.17&1.63 and SDO1 yeast rescue Rescue 24 h -0.4&1.74.
Cn1c(SCC(=O)NNC(=O)c2ccc(Cl)cc2)nnc1-c1cccnc1 was read as INS promoter inh 18.2.
For CN1CC2([N+](=O)[O-])CC=C(OCCO)C([N+](=O)[O-])(C1)C2 (stereo not given) the results were INS promoter inh 7.7, SDO1 yeast rescue 0.21 and SDO1 yeast rescue Rescue 24 h -0.51.
Screening O=C(Nc1cccc(S(=O)(=O)N2CCCC2)c1)c1ccc2c(=O)n3c(nc2c1)CCCCC3 returned INS promoter inh 24.1, SDO1 yeast rescue 0.66 and SDO1 yeast rescue Rescue 24 h -0.21.

Fetched by compound from the list above:
O=C(C1CCC(Cn2c(=S)[nH]c3ccccc3c2=O)CC1)N1CCOCC1 (stereo not given) was read as SDO1 yeast rescue -0.17&1.63 and SDO1 yeast rescue Rescue 24 h -0.4&1.74.
CCc1cccc(N(C(=O)c2csnn2)C(C(=O)NC(C)(C)C)c2ccccn2)c1 (stereo not given) was read as INS promoter inh -50.0.
N#Cc1nc(COc2ccc(Cl)cc2)oc1N1CCCCCC1 was read as SDO1 yeast rescue -1.63 and SDO1 yeast rescue Rescue 24 h -1.51.
`CSCCC(NC(=O)c1ccc([N+](=O)[O-])cc1Cl)C(=O)OCC(=O)NC1CCCC(C)C1C` (stereo not given) gave INS promoter inh 4.0, SDO1 yeast rescue 0.35 and SDO1 yeast rescue Rescue 24 h 0.04.

Only part of the results is shown; rates above refer to the full screens.
